Screening data from PubChem BioAssay.
AID2073 = inhibitors of Mint1-CaV2.2 protein interaction, biochemical, HTRF (AID 2073) | HTRF protein-protein interaction, Mint1-CaV2.2; higher % means a stronger effect | inhibition, % at 20 µM; hits with a dose series show IC50 in µM | Voltage-dependent N-type calcium channel subunit alpha-1B (Homo sapiens) | hit rate 0.19% among 290,000; in the data active means inhibition mostly above about 51%, no sharp cut-off; inconclusive means no clear call, values can overlap the other calls; inactive means mostly below about 53%; further: some results filed as inactive read as strong as hits
GPR55 beta-arrestin = GPR55 agonists via beta-arrestin recruitment, primary screen, imaging, U2OS cells, beta-arrestin-GFP redistribution (AID 1961). hit rate 0.048% among 290,000. activation, % at 10 µM, or EC50 in µM where a hit was titrated. U2OS GPR55 beta-arrestin-GFP redistribution imaging; higher % means a stronger effect;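 active means activation above 40% with more than 50 cells counted in the well; inconclusive means wells holding fewer than 50 cells, flagged as toxic or sparse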;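 further: U2OS osteosarcoma cells stably expressing GPR55 and beta-arrestin-GFP; plate controls were DMSO negative control for no effect and LPI positive control for full effect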
HEK293 NOD2/NF-kB = NOD2 signaling inhibitors, cell-based, luminescence, uHTS, HEK293 (AID 1566) | HEK293 NOD2/NF-kB luciferase reporter, luminescence; higher % means a stronger effect | inhibition, % at 4 µM, or EC50 in µM where a hit was titrated | hit rate 0.63% among 290,000; further: many of its hits are not listed in these tables
NOD1 NF-kB reporter = NOD1 signaling inhibitors, primary screen, cell-based, luminescence, uHTS (AID 1578) | NOD1-driven NF-kB luciferase reporter cells, luminescence; higher % means a stronger effect | inhibition, % at 4 µM; hits with a dose series show EC50 in µM | hit rate 1% among 290,000; in the data active means inhibition mostly above about 36%, no sharp cut-off; inactive means mostly below about 34%;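 further: HEK-293T reporter cells stimulated with the NOD1 agonist gamma-tri-DAP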
M17LAP inhibition = P. falciparum M17LAP inhibitors, primary screen, biochemical, fluorogenic H-Leu-NHMec substrate, 1536-well (AID 1619); Leucine aminopeptidase (Plasmodium falciparum (isolate 3D7)); inhibition, % at 30 µM, or IC50 in µM where a hit was titrated; recombinant M17LAP, H-Leu-NHMec fluorogenic kinetic assay; higher % means a stronger effect; hit rate 0.38% among 220,000;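 active means compound inhibiting the enzyme by more than half at any dose during confirmatory dose-response retesting; inconclusive means strong single-dose inhibitors picked by rank but not retested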;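 further: plate controls were full reaction with DMSO carrier for no effect and no enzyme background for full effect; strong numbers were not always called active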
KOR beta-arrestin-1 = KOR agonists, beta-arrestin recruitment, primary screen, cell-based, luminescence, uHTS (AID 1777) | Kappa-type opioid receptor (Homo sapiens) | activation, % at 10 µM; hits with a dose series show EC50 in µM | hit rate 0.02% among 280,000 | KOR beta-arrestin recruitment, luminescence; higher % means a stronger effect; in the data active means activation above about 50%, passing the limit was not always enough; further: a part of the inactive calls stands beside numbers as strong as those of hits
P. falciparum M1AAP = P. falciparum M1AAP inhibitors, biochemical, fluorogenic H-Leu-NHMec substrate, 1536-well (AID 1445). recombinant M1AAP, H-Leu-NHMec fluorogenic kinetic assay; higher % means a stronger effect. one-dose inhibition, % at 30 µM; IC50 in µM for titrated hits. hit rate 0.42% among 220,000;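 active means primary inhibition above the hit cutoff, then over 50% inhibition at one or more dose response concentrations, cut at about 23% in these data, passing the limit was not always enough; inconclusive means conflicting primary data, or primary hits not chosen for dose response; inactive means low primary inhibition, or under 50% at every dose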;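 further: plate controls were DMSO full reaction for no effect and no enzyme background for full effect; strong numbers were not always called active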
KOR beta-arrestin-2 = KOR antagonists, beta-arrestin recruitment, cell-based, luminescence, uHTS (AID 1778); Kappa-type opioid receptor (Homo sapiens); KOR beta-arrestin recruitment, luminescence, antagonist mode; higher % means a stronger effect; inhibition, % at 10 µM; hits with a dose series show IC50 in µM; hit rate 0.091% among 290,000; further: strong numbers were not always called active
Dynein transport = inhibitors of GR-EGFP nuclear translocation, primary screen, dynein cargo transport inhibitor project, imaging, high-content, 3617.4 mouse cells | z-score, hits read low | AID 1381, 2008 | hit rate 0.47% among 220,000 | test concentration mostly 20 µM; stimulated with dexamethasone, 1 µM; stronger effect = lower value;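 active means plate z-score of nuclear minus cytoplasmic receptor signal below a set negative limit, without overly bright fluorescence or cell loss, cut at about -3.5 in these data, passing the limit was not always enough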;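 further: z-score of nuclear minus cytoplasmic ring GR-EGFP intensity difference per well; some compounds called inactive have numbers as strong as hits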
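Medium: Induction medium lacking tetracycline, stripped serum | Probe or stimulus: 1.0 µM final dexamethasone stimulus | Schedule: 48 h induction, then 1 h compound, then 30 min agonist, 37 °C | Signal: Automated 10x imaging of fixed Hoechst-stained cells | Evaluation: Per-cell GR-EGFP intensity, nucleus versus surrounding cytoplasmic ring, well-averaged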
Dynein transport cytoplasmic EGFP = recorded beside Dynein transport, whose call it bears; z-score; measured here: cytoplasmic GR-EGFP intensity; stronger effect = higher value
Dynein transport nuclear GR-EGFP = recorded beside Dynein transport, whose call it bears; z-score; measured here: nuclear GR-EGFP intensity;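 lower value marks the stronger effect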
Dynein transport cell count = further read-out of Dynein transport, marked with its call; z-score; measured here: cell count per field
An asterisk follows results filed as active; u = inconclusive; x = no result given; [ ] = another dose, or the depositor's remark. Unless noted, no stated cut-off is given here; in the data, active means inhibition above about 50%; inactive means the rest.

1	O=S1(=O)CCOC[C@H](CC2CCCCC2)N1Cc1ccccc1F
2	COc1ccc(/C=C/C(=O)NCC(=O)N/N=C/c2cccnc2)cc1
3	CCCCCC1CCC(C(=O)N2CCOCC2)CC1 (centres undefined)
4	Cc1cc(C)n(C(C)CNC(=O)c2ccc3c(c2)OCO3)n1 (centres undefined)
5	CCOc1ccccc1NS(=O)(=O)c1ccc(-n2cccn2)cc1
6	O=C(NCCOc1ccc(F)cc1)C1CCN(S(=O)(=O)c2ccccc2)CC1
7	Cc1nc(N2CCOCC2)c2c(C)c(C(=O)Nc3ccc(F)cc3F)sc2n1
8	CCOc1ccc(C2C(C(=O)c3ccco3)=C(O)C(=O)N2CCCn2ccnc2)cc1OC (centres undefined)
9	COc1ccc(CC(=O)NCCN2CCOCC2)cc1
10	CC(C)(C)C(=O)Nc1ccc(C(=O)Nc2cc(NC(=O)c3ccc(NC(=O)C(C)(C)C)cc3)cc(C(=O)O)c2)cc1

screen / no.	1	2	3	4	5	6	7	8	9	10
AID2073	-4%	-9%	6%	2%	-3%	-7%	4%	-6%	2%	14%
GPR55 beta-arrestin	-0.1%	1.3%	0.3%	-0.1%	0.1%	-0.1%	0.9%	-0.1%	-0.1%	-0.2%
HEK293 NOD2/NF-kB	-12%	9%	4%	7%	-6%	19%	2%	10%	-32%	10%
NOD1 NF-kB reporter	-12%	-36%	-20%	-1%	24%	-19%	-16%	-14%	-14%	-42%
M17LAP inhibition	x	-3%	x	x	x	x	-1%	x	x	x
KOR beta-arrestin-1	-5.9%	-2.0%	x	-6.2%	-0.2%	-2.6%	0.0%	2.0%	8.2%	-5.3%
P. falciparum M1AAP	x	-1%	x	x	x	x	16%	x	x	x
KOR beta-arrestin-2	-32%[20 µM]	26%	3%[20 µM]	-33%	0%	20%	-3%	-33%	-19%	-19%[20 µM]
Dynein transport	x	-0.92	x	x	x	x	0.07	x	x	x
Dynein transport cytoplasmic EGFP	x	-0.24	x	x	x	x	-0.28	x	x	x
Dynein transport nuclear GR-EGFP	x	-0.4	x	x	x	x	0.083	x	x	x
Dynein transport cell count	x	0.78	x	x	x	x	0.36	x	x	x

4 entries from above, set out differently:
No.	compound	AID2073	GPR55 beta-arrestin	HEK293 NOD2/NF-kB	NOD1 NF-kB reporter	M17LAP inhibition	KOR beta-arrestin-1	P. falciparum M1AAP	KOR beta-arrestin-2	Dynein transport	Dynein transport cytoplasmic EGFP	Dynein transport nuclear GR-EGFP	Dynein transport cell count
6	O=C(NCCOc1ccc(F)cc1)C1CCN(S(=O)(=O)c2ccccc2)CC1	-7%	-0.1%	19%	-19%	x	-2.6%	x	20%	x	x	x	x
7	Cc1nc(N2CCOCC2)c2c(C)c(C(=O)Nc3ccc(F)cc3F)sc2n1	4%	0.9%	2%	-16%	-1%	0.0%	16%	-3%	0.07	-0.28	0.083	0.36
8	CCOc1ccc(C2C(C(=O)c3ccco3)=C(O)C(=O)N2CCCn2ccnc2)cc1OC (centres undefined)	-6%	-0.1%	10%	-14%	x	2.0%	x	-33%	x	x	x	x
9	COc1ccc(CC(=O)NCCN2CCOCC2)cc1	2%	-0.1%	-32%	-14%	x	8.2%	x	-19%	x	x	x	x

Further records:
11	O=C(O)c1ccc(OCCCCCCOC2CCCCO2)cc1 (centres undefined)
12	CCN(CC)CC#CC(OC)(c1ccccc1)c1ccccc1
13	FC(F)(F)c1cc(C(F)(F)F)n2nc(-c3sccc3-n3cccc3)cc2n1
14	Cc1ccc(NC(=O)c2ccc(F)cc2)cc1S(=O)(=O)N1CCCCCC1
15	CCN(CC)CCNC(=O)c1cc2c(s1)-c1ccccc1SC2
16	Cc1ccc(CNC(=O)C(C(=O)NCc2ccc(C)o2)c2ncc(C(F)(F)F)cc2Cl)o1
17	Cc1nc(C(=O)N2CCCC(C(=O)c3cccc(OC(C)C)c3)C2)cs1 (centres undefined)
18	Clc1ccc(-c2cnc3n2CCC3)cc1
19	N#Cc1nc(-c2ccc(F)cc2)oc1N1CCN(C(=O)c2ccco2)CC1
20	COc1ccc(NC(=O)CS(=O)(=O)c2ccc(F)cc2)cc1

screen / no.	11	12	13	14	15	16	17	18	19	20
AID2073	6%	-3%	6%	10%	u	14%	-4%	4%	20%	-1%
GPR55 beta-arrestin	-0.1%	-0.1%	0.0%	0.7%	1.4%	0.7%	-0.1%	0.6%	-0.1%	0.0%
HEK293 NOD2/NF-kB	30%	0%	6%	26%	8%	12%	15%	-9%	5%	-6%
NOD1 NF-kB reporter	-2%	-6%	18%	-3%	-10%	-8%	-8%	-37%	-23%	-6%
M17LAP inhibition	x	-5%	0%	-6%	x	-6%	x	3%	x	x
KOR beta-arrestin-1	0.5%	x	5.3%	-2.8%	-6.7%	-1.7%	-3.8%	1.0%	12%	-5.1%
P. falciparum M1AAP	x	6%	-4%	0%	x	4%	x	-2%	x	x
KOR beta-arrestin-2	-7%	-26%[20 µM]	-58%	-3%	-49%	4%	-16%	0%	-9%	42%
Dynein transport	x	-0.95	-0.11	0.041	x	0.14	x	-0.99	x	x
Dynein transport cytoplasmic EGFP	x	-0.061	-0.19	-0.33	x	-0.18	x	-0.19	x	x
Dynein transport nuclear GR-EGFP	x	-0.49	-0.66	-0.061	x	0.13	x	-1.2	x	x
Dynein transport cell count	x	1.2	-0.29	1.1	x	-0.59	x	-0.14	x	x

21	Cc1cc(C(=O)COC(=O)c2ccc(O)cc2)c(C)n1Cc1ccco1
22	Oc1ccc(Cl)cc1-c1cc(C(F)(F)C(F)F)nc(-c2ccccc2)n1
23	COC(=O)c1cc(C#N)c(N2CC(C)OC(C)C2)nc1C (centres undefined)
24	CSc1ccccc1-n1nnnc1SCc1ccccc1
25	COC(=O)c1nnn(CC(=O)NC(=O)Nc2cccc(Cl)c2C)c1C(=O)OC
26	CC(C)(C)OC(=O)N1CCC(C(=O)O)CC1
27	CCOC(=O)C1=C(c2ccccc2)NC(SCC(=O)NC2CCCCC2)=C(C#N)C1c1ccco1 (centres undefined)
28	COc1ccc(N(C=O)C(=S)SC)cc1
29	CCOc1ccc2nc(/N=C/c3c(C)[nH]n(-c4ccc(C)cc4)c3=O)sc2c1
30	COc1ccc(NCc2ccsc2)cc1

screen / no.	21	22	23	24	25	26	27	28	29	30
AID2073	17%	24%	5%	-1%	5%	-6%	11%	-8%	-16%	-8%
GPR55 beta-arrestin	1.2%	-0.1%	-0.1%	2.1%	0.1%	-0.2%	-0.1%	-0.1%	-0.1%	0.2%
HEK293 NOD2/NF-kB	-67%	3%	4%	-15%	-5%	5%	-12%	28%	-14%	8%
NOD1 NF-kB reporter	-37%	12%	-42%	9%	-7%	0%	-11%	0%	-7%	9%
M17LAP inhibition	15%	-6%	0%	5%	1%	8%	1%	3%	4%	x
KOR beta-arrestin-1	6.2%	-1.2%	-2.0%	0.0%	-5.6%	8.7%	10%	9.7%	4.2%	0.0%
P. falciparum M1AAP	-1%	9%	1%	10%	-4%	0%	6%	6%	13%	x
KOR beta-arrestin-2	-22%	-4%	-17%	-3%	0%	-39%	-5%	3%	-9%	8%
Dynein transport	-0.72	2.8	-0.25	-0.22	1.2	-1.9	-0.2	-3.1	0.83	x
Dynein transport cytoplasmic EGFP	-0.28	0.14	-0.3	-0.26	-0.21	3.8	-0.23	0.13	-0.078	x
Dynein transport nuclear GR-EGFP	-0.67	1.5	0.16	-0.28	1.1	-0.013	-0.39	-0.88	0.62	x
Dynein transport cell count	0.61	-1.3	0.53	0.32	-1.4	-0.3	0.59	0.28	-1.1	x

31	Cc1cccc(NC(=O)c2ccc([N+](=O)[O-])o2)c1
32	CC1CCc2c(sc(NC(=O)CSc3ncnc4c3cnn4-c3ccccc3Cl)c2C#N)C1 (centres undefined)
33	CCOC(=O)CC(NS(=O)(=O)c1ccc2[nH]c(=O)sc2c1)c1ccc(C)cc1 (centres undefined)
34	Cc1cc(C)c2nc(C(F)(F)F)c(C#N)c(N)c2c1
35	CC(C)Cc1nc2oc3c(Cl)ncnc3c2c2c1CCC2
36	O=C(Nc1nnc(-c2cccnc2)s1)c1cccs1
37	COc1cc(C(=O)N/N=C/c2ccc(OC(=O)c3ccccc3Cl)cc2)ccc1O
38	O=C(NC1CCN(C(=O)NCc2ccccc2)CC1)c1cccc(F)c1
39	Cn1c2c(c(=O)n(C)c1=O)C(c1ccccc1Cl)C(C#N)=C(N)O2 (centres undefined)
40	CC1CCN(CC(CS(=O)(=O)c2ccc([N+](=O)[O-])cc2)N2CCC(C)CC2)CC1 (centres undefined)
41	COc1ccc(NC(=O)Nc2ccc(Br)c(C)c2)cc1

screen / no.	31	32	33	34	35	36	37	38	39	40	41
AID2073	-6%	4%	0%	3%	-2%	19%	5%	0%	-1%	9%	9%
GPR55 beta-arrestin	0.0%	-0.1%	-0.1%	-0.1%	0.2%	-0.1%	-0.1%	0.5%	-0.3%	-0.3%	0.1%
HEK293 NOD2/NF-kB	11%	-17%	24%	49%	-7%	-60%	3%	8%	14%	-1%	-45%
NOD1 NF-kB reporter	8%	12%	-3%	77%*	15%	-7%	-18%	-16%	9%	15%	-42%
M17LAP inhibition	2%	-14%	x	-9%	11%	x	x	x	17%	-9%	-1%
KOR beta-arrestin-1	-2.2%	3.6%	-3.0%	4.4%	1.7%	3.1%	10%	-2.8%	2.1%	2.1%	-4.3%
P. falciparum M1AAP	5%	9%	x	2%	5%	x	x	x	-1%	1%	5%
KOR beta-arrestin-2	10%	-14%	-22%	-109%	32%	3%	-22%	-1%	31%	22%	7%
Dynein transport	-1.2	-0.076	x	-0.59	-2.6	0.0032	x	x	-0.27	-4.7*	-0.75
Dynein transport cytoplasmic EGFP	-0.62	-0.21	x	-0.25	-0.07	-0.78	x	x	-0.16	2*	-0.29
Dynein transport nuclear GR-EGFP	-0.87	-0.67	x	-0.2	-1.4	-0.2	x	x	-0.041	-2*	-0.38
Dynein transport cell count	0.059	0.28	x	0.65	0.43	-0.37	x	x	-0.12	0.021*	0.55

An excerpt. The share of hits here may be higher or lower than overall.
